# Rab7 wt GTP bind – dog Rab7 wildtype GTP binding, inhibitors and activators; GST-Rab7 beads, fluorescent GTP binding, flow cytometry; actives lie on both sides; untreated = 100%, excess cold GTP = 0%; GTP binding activity (percent of control), % at 10 µM; 0.055% of 190,000 active; AID 758;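 active = fluorescent GTP binding to Rab7 beads changed by at least 20 points from the 100% baseline, either direction, mostly lower; inconclusive = compound itself probably fluorescent, or too few beads counted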;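 note: median green fluorescence of bound Bodipy-FL-GTP per Rab7 bead population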
# ABCG2 inh – inhibitors of human ABCG2 transporter, ABCB1 counter-screen; AID 1325; IgMXP3 cells, JC-1 efflux, flow cytometry; inhibition, % at 6.6 µM; 0.1% of 190,000 active;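 active = inhibition above 80%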;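 note: 0% = DMSO and 100% = nicardipine control wells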
# Target sequence (Q9UNQ0 whole entry, looked up): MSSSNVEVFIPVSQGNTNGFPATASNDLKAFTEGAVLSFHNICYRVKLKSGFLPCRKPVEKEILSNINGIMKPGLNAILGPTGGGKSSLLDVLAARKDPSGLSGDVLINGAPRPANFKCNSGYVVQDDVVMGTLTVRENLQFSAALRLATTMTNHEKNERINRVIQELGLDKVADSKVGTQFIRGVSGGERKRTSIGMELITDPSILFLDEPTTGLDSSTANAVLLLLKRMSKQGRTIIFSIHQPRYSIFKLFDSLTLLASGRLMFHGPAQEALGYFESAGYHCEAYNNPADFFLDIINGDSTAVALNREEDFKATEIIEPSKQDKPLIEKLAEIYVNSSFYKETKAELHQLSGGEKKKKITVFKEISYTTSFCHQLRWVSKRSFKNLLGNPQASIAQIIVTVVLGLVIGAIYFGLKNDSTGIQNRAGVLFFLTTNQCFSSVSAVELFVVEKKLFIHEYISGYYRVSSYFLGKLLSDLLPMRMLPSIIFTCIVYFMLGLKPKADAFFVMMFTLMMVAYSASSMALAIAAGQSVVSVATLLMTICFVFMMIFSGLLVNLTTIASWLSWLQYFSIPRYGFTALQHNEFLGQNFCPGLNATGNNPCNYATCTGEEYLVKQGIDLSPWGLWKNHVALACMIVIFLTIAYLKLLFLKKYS
#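 Test system: ABCG2 IgMXP3 and barcoded ABCB1 CCRF-Adr cell mix; Schedule: cells with compound and JC-1, 10 min at 25 °C, rotating, no wash; Technique: flow cytometry of retained JC-1 fluorescence; Measure: % inhibition of efflux relative to nicardipine and DMSO; Controls: nicardipine high and DMSO low controls.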
# Rab2A wt mod – changes GTP binding to wildtype dog Rab2A, up or down; 0.19% of 190,000 active; GTP binding activity, % at 10 µM; P61105; GST-Rab2 wt beads, Bodipy-GTP binding, flow cytometry;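 active = GTP binding activity at least 20 points away from 100%, either lowered or raised; inconclusive = signal likely due to the compound's own green fluorescence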;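 note: 0% = beads with excess unlabeled GTP and 100% = no-compound control corrected for plate trend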
# ABCB1 block – human ABCB1 inhibition, ABCG2 as counter-screen. CCRF-Adr cells, JC-1 efflux, flow cytometry. P08183. 0.067% of 190,000 active. AID 1326. inhibition, % at 6.6 µM; in the data active = inhibition above about 40%;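 note: 0% = vehicle and 100% = reference inhibitor; higher value means more JC-1 retained so stronger ABCB1 efflux block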
# Avidin bead fluor – compound fluoresces at 488/530 nm on avidin beads. compound fluorescence 488/530 nm, flow cytometry; active compounds read high. fluorescence (KMESF) at 10 µM. 0.38% of 220,000 active. AID 1775; in the data active = fluorescence above about 47; note: inactives centre near 10
# GSH bead fluor – compound fluoresces at 488/530 nm on GSH beads; AID 1776; GSH beads flow cytometry, compound fluorescence 488/530 nm; active compounds read high; 0.25% of 190,000 active; fluorescence (KMESF) at 10 µM; in the data active = fluorescence above about 89;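 note: glutathione beads carrying GST-tagged Bcl family fusion proteins plus one bare bead set; values are compound well signal with DMSO vehicle wells as background; inactives centre near 16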
# Cdc42 wt – changes GTP binding to wildtype human Cdc42; P60953; GST-Cdc42 beads, Bodipy-GTP binding, flow cytometry; actives lie on both sides; percent activity (GTP binding), % at 10 µM; 0.2% of 190,000 active; AID 761;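 active = percent activity GTP binding at least 20 points away from the 100% baseline, either down as inhibitor or up as activator; inconclusive = compound flagged as likely green fluorescent from well-wide comparison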;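 note: median bead fluorescence of bound Bodipy-FL-GTP at 100 nM; 0% = excess unlabeled GTP control and 100% = no compound control; below 100% means less GTP binding so inhibitor and above means activator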
# Target sequence (P60953 whole entry, looked up): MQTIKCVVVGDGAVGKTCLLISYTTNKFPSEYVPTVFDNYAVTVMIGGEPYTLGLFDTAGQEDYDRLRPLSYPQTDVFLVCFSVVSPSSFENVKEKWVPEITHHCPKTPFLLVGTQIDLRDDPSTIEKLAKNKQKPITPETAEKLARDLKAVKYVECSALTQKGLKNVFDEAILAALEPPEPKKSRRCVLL
# HRas wt GTP – changes GTP binding to wildtype human HRas; GST-Ras wt beads, Bodipy-FL-GTP binding, flow cytometry; actives lie on both sides; GTP binding activity, % at 10 µM; 0.14% of 190,000 active; AID 759;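 active = GTP binding activity at least 20% away from the 100% baseline, either lowered as inhibitor or raised as activator; inconclusive = flagged as likely green fluorescent, judged across all proteins in the well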;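 note: 0% = unlabeled GTP competition control and 100% = no-compound control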
# Target sequence (P01112 whole entry, looked up): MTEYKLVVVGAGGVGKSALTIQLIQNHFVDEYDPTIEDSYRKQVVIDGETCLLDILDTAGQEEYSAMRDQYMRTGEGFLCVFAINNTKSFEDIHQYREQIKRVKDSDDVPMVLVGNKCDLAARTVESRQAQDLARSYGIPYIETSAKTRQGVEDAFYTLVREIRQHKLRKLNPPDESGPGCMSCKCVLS
# Pf gametocyte – inhibitors of late stage P. falciparum gametocyte viability; AID 743093; 0.065% of 150,000 active; P. falciparum stage V gametocytes, ATP luminescence, 24 h; inhibition, % at 10.9 µM;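 active = inhibition above the mean plus 3 SD of compounds within the control limits, set per campaign, cut at about 38% in these data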;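 note: 0% = DMSO wells and 100% = medium only without gametocytes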
# Rac1 wt modul – human Rac1 wildtype GTP binding, inhibitors and activators. GST-Rac1 beads, fluorescent GTP binding, flow cytometry; actives lie on both sides; 0 = cold GTP competed, 100 = untreated. GTP binding activity (% of control), % at 10 µM. 0.27% of 190,000 active;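 active = GTP binding activity at least 20 points away from the 100% control level, either lower or higher; inconclusive = compound flagged as likely green fluorescent, judged across all proteins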
# Rac1 mut GTP – human Rac1 activated mutant GTP binding change. GST-Rac1 activated beads, fluorescent GTP binding, flow cytometry; actives lie on both sides; 100% means binding = to untreated wells. percent activity (GTP binding), % at 10 µM. 0.11% of 190,000 active;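 active = GTP binding at least 20 percentage points away from the 100% baseline, in either direction, so actives lie on both sides; inconclusive = Compound likely fluorescent itself, or too few beads counted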
# Active calls of the source: *; ? = inconclusive; nt = no result given; [ ] = remark or other dose.
# Short forms: A = Rab7 wt GTP bind; B = ABCG2 inh; C = Rab2A wt mod; D = ABCB1 block; E = Avidin bead fluor; F = GSH bead fluor; G = Cdc42 wt; H = HRas wt GTP; I = Pf gametocyte; J = Rac1 wt modul; K = Rac1 mut GTP
COC(=O)C1C2C=CC3(CN(c4cccc(Cl)c4)C(=O)C13)O2 (stereo not given)
  A = 96	B = 3	C = 98	D = 0.6	E = 26	F = 15	G = 96	H = 97	I = nt	J = 101	K = 98
COc1c(/C=N/Nc2nc(N3CCCCC3)nc(N3CCCCC3)n2)cccc1[N+](=O)[O-]
  A = 100	B = 10	C = 100	D = 1.4	E = 9	F = 16	G = 98	H = 100	I = nt	J = 99	K = 95
COc1cc(C(=O)NNC(=S)NC(=O)c2ccccc2C)cc(OC)c1OC
  A = 99	B = 6	C = 99	D = 0.2	E = 6	F = 10	G = 100	H = 99	I = 5	J = 100	K = 102
Cc1ccc(-c2csc(NC(=S)NC(=O)c3cc4ccccc4o3)n2)cc1
  A = 95	B = -5	C = 102	D = -0.8	E = 19	F = 8	G = 100	H = 99	I = -15	J = 103	K = 100
Cc1cccc(N2CCN(C(=O)c3ccoc3C)CC2)c1C
  A = 98	B = 1	C = 102	D = 0.3	E = 14	F = 22	G = 107	H = 102	I = -13	J = 104	K = 102
CN1CCN(/N=C/c2ccc(Br)cc2)CC1
  A = 97	B = -2	C = 95	D = -0.4	E = 11	F = 16	G = 94	H = 96	I = -6	J = 96	K = 95
Fc1ccc(-n2nnc(-c3ccnc4ccccc34)n2)cc1
  A = 96	B = 3	C = 94	D = 0.3	E = 6	F = 20	G = 94	H = 93	I = -12	J = 95	K = 93
O=C(CSc1ncccc1-c1nc2ccccc2[nH]1)Nc1ccc2c(c1)OCCO2
  A = 99	B = -1	C = 99	D = -0.4	E = 8	F = 4	G = 97	H = 102	I = nt	J = 105	K = 98
COc1ccc(OC)c(S(=O)(=O)Nc2cccnc2)c1
  A = 99	B = 2	C = 100	D = 0.6	E = 11	F = 7	G = 98	H = 98	I = -1	J = 97	K = 98
CCCC[N+](CC#Cc1ccccc1)(CCCC)CCCS(=O)(=O)[O-]
  A = 98	B = 5	C = 101	D = 2.0	E = 9	F = 69	G = 103	H = 100	I = 9	J = 103	K = 97
CC(C)(C)n1nc2c(c1NC(=O)Cc1ccccc1)CS(=O)(=O)C2
  A = 96	B = 5	C = 94	D = 1.3	E = 15	F = 18	G = 94	H = 95	I = 8	J = 95	K = 95
CCOC(=O)c1cnc(SCc2ccc(C)cc2)nc1N
  A = 101	B = 2	C = 105	D = 0.3	E = 14	F = 27	G = 107	H = 103	I = -10	J = 120*[activator]	K = 104
Cc1nn(C)c2nc(-c3cccs3)cc(C(F)(F)F)c12
  A = ?	B = 2	C = ?	D = 0.1	E = 26	F = 8	G = ?	H = ?	I = 3	J = ?	K = ?
COc1ccc(Br)cc1C(=O)N/N=C/c1ccc2c(c1)n(C)c(=O)n2C
  A = 99	B = 2	C = 99	D = 0.0	E = 13	F = 6	G = 101	H = 99	I = -7	J = 101	K = 99
COCCN1Cc2cccc(C(=O)Nc3ccc(-c4nc5ccccc5[nH]4)cc3)c2C1=O
  A = 99	B = -3	C = 98	D = -0.8	E = 13	F = 4	G = 100	H = 101	I = 14	J = 104	K = 101
O=C(c1ccc(F)cc1)N1CCN(c2ncccn2)CC1
  A = 100	B = 1	C = 101	D = 0.2	E = 73*	F = 13	G = 105	H = 102	I = nt	J = 104	K = 101
Cc1ccc(OCC(=O)N/N=C\c2ccc(C)o2)c(C)c1
  A = 105	B = 4	C = 98	D = 0.4	E = 6	F = 12	G = 96	H = 98	I = 9	J = 97	K = 93
COC(=O)c1ccccc1NC(=O)CN(Cc1ccccc1)S(C)(=O)=O
  A = ?	B = 1	C = ?	D = 0.7	E = 11	F = 25	G = ?	H = ?	I = nt	J = ?	K = ?
O=C1CCCN1CN1CCCCC1
  A = 101	B = 6	C = 105	D = 1.4	E = 5	F = 10	G = 102	H = 102	I = 16	J = 111	K = 102
O=C(Oc1cccnc1)c1cc(S(=O)(=O)N2CCOCC2)ccc1Cl
  A = 102	B = 1	C = 101	D = 0.1	E = 4	F = 25	G = 102	H = 103	I = 2	J = 102	K = 99
COc1ccc(C(=O)Sc2nncc3ccccc23)cc1
  A = 103	B = 0	C = 98	D = -0.3	E = 21	F = 10	G = 96	H = 99	I = 14	J = 101	K = 96
CCOC(=O)Cc1csc(SCc2cc(=O)oc3cc(O)ccc23)n1
  A = 101	B = -10	C = 96	D = -1.3	E = 2	F = 7	G = 101	H = 97	I = -5	J = 101	K = 97
CN1CCn2c1nc(N1CCCCC1)nc2=O
  A = 97	B = 6	C = 103	D = 1.0	E = 24	F = 29	G = 98	H = 102	I = 11	J = 105	K = 102
O=C(NNC1CC(=O)N(c2ccccc2)C1=O)c1ccc(COc2ccccc2Cl)o1 (stereo not given)
  A = 95	B = -6	C = 95	D = 0.3	E = 1	F = 19	G = 98	H = 95	I = -10	J = 97	K = 99
Cc1noc(C)c1CSc1nnc(-c2ccccc2)n1Cc1ccco1
  A = 100	B = 5	C = 99	D = -0.6	E = 15	F = 34	G = 105	H = 103	I = 8	J = 113	K = 98
COc1cc(C(=O)Nc2ccc3c(c2)OCO3)ccc1-n1cnnn1
  A = 106	B = 0	C = 108	D = -0.3	E = 15	F = 13	G = 106	H = 105	I = -3	J = 105	K = 100
CCOC(=O)c1c(NC(=O)CSc2nncs2)sc(C)c1C
  A = 99	B = 18	C = 98	D = 2.3	E = 10	F = 38	G = 100	H = 99	I = nt	J = 102	K = 97
Cc1cc(Br)ccc1OCc1nc(-c2cccnc2)no1
  A = 104	B = 8	C = 100	D = 0.7	E = 14	F = 47	G = 101	H = 101	I = nt	J = 100	K = 99
Cc1ccc(NC(=O)CC2NCCNC2=O)cc1Cl (stereo not given)
  A = 95	B = 0	C = 97	D = 0.4	E = 22	F = 10	G = 95	H = 95	I = 9	J = 95	K = 95
CC1CCC/C(=N/Nc2nc3ccccc3s2)C1 (stereo not given)
  A = 90	B = 8	C = 92	D = 0.8	E = 16	F = 12	G = 92	H = 92	I = 2	J = 92	K = 92
Cc1nn(CCOc2ccccc2)c(=O)n1-c1ccc(F)cc1
  A = 98	B = 6	C = 99	D = 1.1	E = 7	F = 12	G = 100	H = 99	I = -12	J = 100	K = 98
Cc1ccc2c(c1)c1c3n2CCCNC3CCC1 (stereo not given)
  A = 100	B = 3	C = 101	D = 0.4	E = 5	F = 66	G = 101	H = 98	I = 10	J = 102	K = 101
COc1ccccc1NC(=O)CSc1nc2ccccc2c(=O)n1CCNC(C)=O
  A = 93	B = 3	C = 104	D = 0.2	E = 13	F = 63	G = 104	H = 104	I = -7	J = 101	K = 102
COc1cc2cc(CN(CCN3CCCC3)C(=O)Nc3ccccc3Cl)c(=O)[nH]c2cc1OC
  A = 99	B = 1	C = 96	D = 0.1	E = 12	F = 16	G = 98	H = 99	I = nt	J = 98	K = 96
CCCCC(=O)NCCNC(=O)c1cc(OCC(F)(F)F)ccc1OCC(F)(F)F
  A = 98	B = 38	C = 99	D = 0.5	E = 22	F = 27	G = 100	H = 99	I = nt	J = 106	K = 101
Cc1ccccc1NC1=C(C(=O)c2ccccc2)N(C)S(=O)(=O)c2ccccc21
  A = 99	B = 3	C = 99	D = 1.0	E = 14	F = 19	G = 100	H = 100	I = nt	J = 99	K = 99
CCOC(=O)c1sc(-c2ccccc2)cc1NC(=O)c1ccc(S(=O)(=O)N(CCOC)CCOC)cc1
  A = 99	B = 6	C = 95	D = 1.1	E = 4	F = 10	G = 95	H = 98	I = 0	J = 99	K = 98
CCCCN(C)C(=O)CCCCn1c(=O)[nH]c2cc(OCC)c(OCC)cc2c1=O
  A = 97	B = -3	C = 99	D = -0.4	E = 5	F = 14	G = 97	H = 98	I = nt	J = 99	K = 96
CCCCCC(=O)Nc1ccc(S(=O)(=O)Nc2ccc(Cl)nn2)cc1
  A = 92	B = 7	C = 93	D = 0.4	E = 6	F = 11	G = 94	H = 91	I = -6	J = 95	K = 94
Clc1ccc(-c2cc3ccccc3nc2N2CCCC2)cc1
  A = 93	B = 7	C = 97	D = 0.9	E = 9	F = 57	G = 99	H = 97	I = -63	J = 97	K = 95
Cc1ccc(C)c(NC(=O)C2=CCN(S(=O)(=O)c3ccc(F)cc3)CC2)c1
  A = 94	B = 3	C = 96	D = 0.1	E = 4	F = 17	G = 100	H = 97	I = nt	J = 102	K = 97
O=C(Nc1ccc2oc(-c3ccccc3)nc2c1)C1CCCO1 (stereo not given)
  A = 94	B = -1	C = 98	D = -1.0	E = 3	F = 8	G = 96	H = 97	I = -21	J = 103	K = 95
CCOC(=O)N1CCN(C(=O)COc2ccc(Cl)cc2C)CC1
  A = 100	B = 2	C = 99	D = 0.8	E = 6	F = 9	G = 104	H = 99	I = nt	J = 103	K = 94
CCn1c(Cc2cccs2)nnc1SCC(=O)c1ccc(C)cc1
  A = 98	B = 2	C = 96	D = 0.3	E = 8	F = 7	G = 98	H = 98	I = 30	J = 100	K = 97
CCN(Cc1ccccc1)C(=O)CSc1nc(C)cc(C)c1C#N
  A = 102	B = 3	C = 102	D = -1.7	E = 9	F = 19	G = 100	H = 101	I = nt	J = 102	K = 98
C=CCn1c(N)c(C(=O)Nc2cccc(C)c2)c2nc3ccccc3nc21
  A = 94	B = 1	C = 81	D = 0.2	E = 17	F = 14	G = 82	H = 82	I = 8	J = 94	K = 92
COc1cc(C)c(C#N)c(OC)n1
  A = 98	B = 1	C = 99	D = 0.0	E = 29	F = 13	G = 102	H = 101	I = 2	J = 104	K = 101
COc1cc(OC)cc(C(=O)NCCC(=O)NCCc2ccc(OC)c(OC)c2)c1
  A = 95	B = -1	C = 97	D = nt	E = 9	F = 10	G = 102	H = 96	I = -4	J = 95	K = 97
Cc1ccc(C)c2[nH]c(=O)c(CCNC(=O)c3ccco3)cc12
  A = 91	B = 2	C = 96	D = 0.5	E = 24	F = 28	G = 95	H = 94	I = -4	J = 96	K = 95
CCCCCCCCc1c(O)nc(-n2[nH]c(C)c(CCO)c2=O)[nH]c1=O
  A = 94	B = -3	C = 92	D = -0.5	E = 11	F = 17	G = 92	H = 93	I = nt	J = 97	K = 92
COc1ccc(C[C@H]2CN3C(=NC[C@@H]3Cc3ccc(O)cc3)N2CCNC(=O)c2ccc(C)c(Br)c2)cc1
  A = 98	B = 1	C = 99	D = 0.5	E = 5	F = 22	G = 101	H = 97	I = -35	J = 101	K = 98
CCCc1nnc(NC(=O)Cn2c(=O)oc3ccccc32)s1
  A = 105	B = 1	C = 103	D = 0.2	E = 17	F = 18	G = 103	H = 103	I = nt	J = 104	K = 100
